Pf apPOL block: Pf-apPOL DNA polymerase inhibition. Recombinant Pf-apPOL, molecular beacon fluorescence, 1.5 h. inhibition, % at 10 µM. actives 0.25% (n = 210,000). AID 1794808
mHTT CaM bind: disrupts binding of mutant huntingtin to calmodulin. P42858. AlphaScreen His-mHTT/GST-CaM binding, luminescence. inhibition, % at 15 µM. actives 3.6% (n = 190,000). AID 1671202;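 note: 0% = both proteins with DMSO and 100% = one protein alone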
* = called active by the depositor; & = joins results of further samples. Cut-off read from the data, not from the text of the source: active = inhibition above about 50%; inactive = the rest.

Start of the data: the first two records as a preview:
`NC(=O)C1CCN(c2nc(Nc3ccccc3)nc(Nc3ccccc3)n2)CC1` gave Pf apPOL block -8 and mHTT CaM bind 35.
`COc1ccccc1CNC(=O)C(C)Sc1ccc(Cl)cc1` (centres undefined) gave Pf apPOL block -3 and mHTT CaM bind -9.

All compounds of this part, from the first entry:
`NC(=O)C1CCN(c2nc(Nc3ccccc3)nc(Nc3ccccc3)n2)CC1` gave Pf apPOL block -8 and mHTT CaM bind 35.
`COc1ccccc1CNC(=O)C(C)Sc1ccc(Cl)cc1` (centres undefined) gave Pf apPOL block -3 and mHTT CaM bind -9.
Screening CC(C)(C#N)OC(=O)Nc1cccc(Cl)c1 returned Pf apPOL block -4 and mHTT CaM bind -8.
CCC(CC)C(=O)Nc1c2c(nn1-c1ccc(C)cc1)CS(=O)C2 (centres undefined) was read as Pf apPOL block -2 and mHTT CaM bind -2.
CC(C)NC(=O)N1CCc2c(c(-c3nc(C4CC4)no3)nn2C)C1 was read as Pf apPOL block -4 and mHTT CaM bind 0.
COc1cccc(C(=O)NC(c2ccc(OC)c(OC)c2)c2cc(Cl)c3cccnc3c2O)c1 (centres undefined) was read as Pf apPOL block -6 and mHTT CaM bind 52*.
`CCc1cccc(C)c1NC(=O)CSc1nnc(NC(=O)c2ccccc2F)s1` gave Pf apPOL block -1 and mHTT CaM bind -1.
`CC[n+]1ccc(C2C(C#N)=C(N)OC(C)=C2C(=O)O)cc1` (centres undefined) gave Pf apPOL block -14 and mHTT CaM bind -4.
`CSc1ccc(CN2CCN(C=O)CC2)cc1` gave Pf apPOL block 6 and mHTT CaM bind -2.
`COCCCN1C(=O)c2ccccc2CC1(C)C(=O)NC1CCCCC1` (centres undefined) gave Pf apPOL block -1 and mHTT CaM bind -4.
Screening C1=CC2C=CC1c1ccccc12 returned Pf apPOL block -6.
`Cc1ccc(CNC(=O)C2(C)Oc3cccnc3N(C(C)C)C2=O)o1` (centres undefined) gave Pf apPOL block -5 and mHTT CaM bind 14.
For Cc1ccc(Cl)cc1NC(=O)NCc1ccnc(N2CCCCC2)c1 the results were Pf apPOL block 0 and mHTT CaM bind 7.
Screening Cc1cc(C)n2nc(SCCC(=O)NCc3ccccc3)nc2n1 returned Pf apPOL block -3 and mHTT CaM bind -9.
`O=C(CCC1CCN(c2cc(NC3CC3)ncn2)CC1)NCCN1CCCCCC1` gave Pf apPOL block -4 and mHTT CaM bind 15.
CC1CCCCN1CCNC(=O)C1CCN(c2cncnc2N2CCN(C)CC2)CC1 (centres undefined) was read as Pf apPOL block -1 and mHTT CaM bind 12.
Screening CC(=O)Nc1ccc2oc(-c3cc(F)c(F)cc3Cl)nc2c1 returned Pf apPOL block 4 and mHTT CaM bind 5.
CCOc1ccccc1N1CCN(Cc2ccc(OC)c(OC)c2)CC1 was read as Pf apPOL block -4 and mHTT CaM bind -2.
Screening CC(C)(C)c1cc(N)c(C(N)=O)s1 returned Pf apPOL block 0.
Screening O=C(CN1CCC2(CC1)N=C(c1ccc(Cl)cc1)C(=O)N2)Nc1ccc(Cl)cc1 returned Pf apPOL block -3 and mHTT CaM bind -6.
For CCc1ccc(N2C(=O)c3ccccc3NC2(C)C)cc1 the results were Pf apPOL block -6 and mHTT CaM bind 0.
O=C(NCCc1ccccc1)N1CCN(Cc2nc(-c3ccco3)cs2)CC1 was read as Pf apPOL block 1 and mHTT CaM bind 3.
`O=c1[nH]c2cc(F)ccc2c(O)c1-c1nc(-c2cccc(Br)c2)no1` gave Pf apPOL block -6 and mHTT CaM bind -5.
For Cc1cc(NC(=O)C2CC2)nc2c1c(=O)oc1ccccc12 the results were Pf apPOL block -4 and mHTT CaM bind 6.
Screening O=C1Nc2ccccc2C12OCC1(CO2)CC2C=CC1C2 (centres undefined) returned Pf apPOL block -3 and mHTT CaM bind 6.
Screening O=S(=O)(c1cccs1)N1CCC(Cc2ccccc2)CC1 returned Pf apPOL block -15 and mHTT CaM bind -15.
`Cc1nc2cc(C(=O)O)ccc2n1-c1ccc(Br)cc1` gave Pf apPOL block -3 and mHTT CaM bind 3.
Screening O=C(CCc1csc2nc(C3CC3)cn12)NCCC1=CCCCC1 returned Pf apPOL block -6 and mHTT CaM bind 1.
For COC(=O)c1sccc1NC(=O)N1CCc2cn(C)c3cccc(c23)C1 the results were Pf apPOL block -6 and mHTT CaM bind 36.
Screening CC(=O)c1cccc(NC(=O)C2CCCCC2)c1 returned Pf apPOL block -3 and mHTT CaM bind -2.
`COc1ccc(C(=O)N2CCCC2c2cc(C)no2)cc1OC` (centres undefined) gave Pf apPOL block 2 and mHTT CaM bind -3.
Screening CCc1nncn1C1CCN(S(=O)(=O)c2ccc(Cl)s2)C1 (centres undefined) returned Pf apPOL block -5 and mHTT CaM bind -2.
COc1cc(C=C2Oc3c(ccc(O)c3CN3CCN(C)CC3)C2=O)cc(OC)c1OC was read as Pf apPOL block -12 and mHTT CaM bind 10.
Cc1cc(C)c(C(=O)N2CCC(CC(=O)NCCCN3CCCC3)CC2)[nH]1 was read as Pf apPOL block -7 and mHTT CaM bind 9.
O=C(Nc1ccccc1)Nc1ccccc1C(=O)N1CCOCC1 was read as Pf apPOL block -10 and mHTT CaM bind 6.
`Fc1ccccc1N1CCN(c2ncnc3c2nc2n3CCCCC2)CC1` gave Pf apPOL block 0 and mHTT CaM bind -4.
For CC1(C(=O)O)Cc2ccc(Cl)cc2C(=O)O1 (centres undefined) the results were Pf apPOL block -17 and mHTT CaM bind 4.
For Cc1ccnc(NS(=O)(=O)c2ccc(NC(=O)Cc3ccc(F)cc3)cc2)n1 the results were Pf apPOL block -12&-7 and mHTT CaM bind 2&10.
`Cc1c(NC(=O)CCCc2ccccc2)cccc1[N+](=O)[O-]` gave Pf apPOL block 18 and mHTT CaM bind 4.
For Cc1ccccc1CNC(=O)c1ccc2c(c1)nc1n2CCN(C2CCCCC2)C1=O the results were Pf apPOL block 0 and mHTT CaM bind -4.
For C=CCN(CC=C)C(=O)c1c(OC)cccc1OC the results were Pf apPOL block -1 and mHTT CaM bind -3.
`O=[N+]([O-])c1cnn(-c2nc(-c3ccccc3)cc(C(F)(F)F)n2)c1` gave Pf apPOL block -1 and mHTT CaM bind 0.
`CCOc1ccccc1C1C(C#N)=C(N)Oc2c1c(=O)[nH]c1ccccc21` (centres undefined) gave Pf apPOL block -2 and mHTT CaM bind 19.
Screening COc1ccc(OC)c(C2c3cc(OC)c(OC)cc3CCN2C(C)=O)c1 (centres undefined) returned Pf apPOL block -2 and mHTT CaM bind 0.
`O=C1CSC(c2ccccc2[N+](=O)[O-])N1Cc1ccccc1` (centres undefined) gave Pf apPOL block -10 and mHTT CaM bind 6.
COc1ccc(-c2nc3cccnc3n2C2CCN(C(=O)Nc3cccc(OC)c3)C2)cc1 (centres undefined) was read as Pf apPOL block -8 and mHTT CaM bind 46.
For c1coc(-c2nnc(-c3ccco3)o2)c1 the results were Pf apPOL block 0 and mHTT CaM bind 2.
O=C(NN1C(=O)C2C3C=CC(C3)C2C1=O)c1cccc([N+](=O)[O-])c1 (centres undefined) was read as Pf apPOL block 0 and mHTT CaM bind -4.
CC(C)N(CC#CCNC(=O)c1cccc(Cl)c1)C(C)C was read as Pf apPOL block 0 and mHTT CaM bind -10.
`OCCn1c(-c2ccc(F)cc2)csc1=Nc1ccccc1` gave Pf apPOL block -6 and mHTT CaM bind 43.
`O=C(NCCn1cnc(-c2ccccc2)cc1=O)c1cccc(-n2cnnn2)c1` gave Pf apPOL block -8 and mHTT CaM bind -13.
`O=C(CC1Sc2ccccc2NC1=O)Nc1ccc(N2CCOCC2)cc1` (centres undefined) gave Pf apPOL block -2 and mHTT CaM bind 10.
Cc1ccc(CNC(=O)Cn2cccc2-c2nnc(-c3ccccc3)o2)cc1 was read as Pf apPOL block -1 and mHTT CaM bind 1.
`O=C(c1c(F)cccc1F)N1CCC(c2cnn(-c3cccc(F)c3)c2)CC1` gave Pf apPOL block -4 and mHTT CaM bind -16.
CCOC(=O)N1CCN(C(=O)CSc2ncc(CO)n2Cc2ccc(C)cc2)CC1 was read as Pf apPOL block -6 and mHTT CaM bind -1.
For O=C(Nc1ccc(N2CCN(C(=O)c3ccccc3)CC2)c(Cl)c1)c1ccco1 the results were Pf apPOL block -3 and mHTT CaM bind 10.
`COc1ccc(CNC(=O)c2ccc([N+](=O)[O-])o2)cc1` gave Pf apPOL block -6 and mHTT CaM bind 1.
`O=C(c1cccs1)N1C[C@H](O)[C@@H](n2cc(-c3ccc(F)cc3)nn2)C[C@@H]1c1ccc(Cl)cc1` gave Pf apPOL block -4 and mHTT CaM bind 46.
For N#C/C(=C\c1ccc(-c2ccc(Cl)cc2[N+](=O)[O-])o1)C(=O)Nc1ccccc1C(=O)O the results were Pf apPOL block -3 and mHTT CaM bind 39.
For CCc1ccccc1NC(=O)c1cc2c(CO)cnc(C)c2oc1=Nc1ccc2c(c1)OCO2 the results were Pf apPOL block 3 and mHTT CaM bind 7.
N#Cc1cccc(CN2CCCC(c3nc(-c4ccccc4)n[nH]3)C2)c1 (centres undefined) was read as Pf apPOL block -12 and mHTT CaM bind 20.
For CCOC(=O)CNC(=O)N1CCCn2nc(-c3cccc(OC)c3)cc2C1 the results were Pf apPOL block -9 and mHTT CaM bind 4.
Cn1cc(CN2CCC(C(=O)NCc3ccco3)CC2)c2cc(Cl)ccc21 was read as Pf apPOL block -3 and mHTT CaM bind 25.
For CCN(CC)S(=O)(=O)c1ccc2oc(C(=O)NCc3ccccc3OC)c(C)c2c1 the results were Pf apPOL block -8 and mHTT CaM bind -4.
For Cc1ccc(NC(=O)C2CCCN(c3nccnc3Sc3cccc(C)c3)C2)cc1 (centres undefined) the results were Pf apPOL block -3 and mHTT CaM bind -2.
`COc1cc(NC(=O)c2cccs2)c(OC)cc1NC(C)=O` gave Pf apPOL block -2 and mHTT CaM bind 5.
For OC(COC1CCCC1)CN1CCOCC1 (centres undefined) the results were Pf apPOL block 6 and mHTT CaM bind -2.
For O=C(Nc1ccccc1)c1ccc(N2CCC(NCc3ccc(F)cc3)C2)nc1 (centres undefined) the results were Pf apPOL block 4 and mHTT CaM bind 8.
`Cc1ccc(C(=O)N2CCCC(COc3ccc(C(=O)NC(C)C)cc3)C2)s1` (centres undefined) gave Pf apPOL block -4 and mHTT CaM bind 5.
Screening O=C(O)CCNC(=O)Cc1c(F)cccc1Cl returned Pf apPOL block 0 and mHTT CaM bind -3.
For Cn1c(-c2ccccc2)nn(CCNC(=O)C2CCN(S(C)(=O)=O)CC2)c1=O the results were Pf apPOL block -12 and mHTT CaM bind -10.
O=C(O)CS(=O)(=O)c1cccc(C(=O)O)c1 was read as Pf apPOL block -3 and mHTT CaM bind -2.
O=C(O)c1ccc(NC2OCC(O)C(O)C2O)cc1 (centres undefined) was read as Pf apPOL block -7.
`O=C1C(=Cc2c(Cl)cccc2Cl)Oc2cc(O)ccc21` gave Pf apPOL block -6 and mHTT CaM bind -4.
COCCN(CCOC)S(=O)(=O)c1ccc(C(=O)Nc2nnc(C)o2)cc1 was read as Pf apPOL block -58 and mHTT CaM bind 22.
For COc1ccc(-n2nc(C(=O)NCCN(C)C)c3ccccc3c2=O)c(OC)c1 the results were Pf apPOL block 2 and mHTT CaM bind -13.
COC(=O)C1=C(N)Oc2cc(C)oc(=O)c2C1c1ccccc1Cl (centres undefined) was read as Pf apPOL block -10 and mHTT CaM bind 2.
For COc1ccccc1CC(=O)Nc1ccc(Oc2ccccc2)cc1 the results were Pf apPOL block -3 and mHTT CaM bind 2.
Screening CC1CC(CC(C)C(=O)Nc2nncs2)C(=O)O1 (centres undefined) returned Pf apPOL block 1 and mHTT CaM bind -2.
CCN(CC)c1cc(C)c2cc(NC(=O)Cn3nc([N+](=O)[O-])c(Cl)c3C)ccc2n1 was read as Pf apPOL block -10 and mHTT CaM bind 22.
For COc1cccc(-c2cc(C(=O)N3CCN(c4cc(N5CCCCC5)ncn4)CC3)[nH]n2)c1 the results were Pf apPOL block -2 and mHTT CaM bind 10.

An excerpt from above in order of molecular weight, ascending.
O=C(O)CS(=O)(=O)c1cccc(C(=O)O)c1 was read as Pf apPOL block -3 and mHTT CaM bind -2.
For COc1ccccc1CC(=O)Nc1ccc(Oc2ccccc2)cc1 the results were Pf apPOL block -3 and mHTT CaM bind 2.
COC(=O)C1=C(N)Oc2cc(C)oc(=O)c2C1c1ccccc1Cl (centres undefined) was read as Pf apPOL block -10 and mHTT CaM bind 2.
For CCOC(=O)CNC(=O)N1CCCn2nc(-c3cccc(OC)c3)cc2C1 the results were Pf apPOL block -9 and mHTT CaM bind 4.
For O=C(Nc1ccccc1)c1ccc(N2CCC(NCc3ccc(F)cc3)C2)nc1 (centres undefined) the results were Pf apPOL block 4 and mHTT CaM bind 8.
`Cc1ccc(C(=O)N2CCCC(COc3ccc(C(=O)NC(C)C)cc3)C2)s1` (centres undefined) gave Pf apPOL block -4 and mHTT CaM bind 5.
For CCN(CC)S(=O)(=O)c1ccc2oc(C(=O)NCc3ccccc3OC)c(C)c2c1 the results were Pf apPOL block -8 and mHTT CaM bind -4.

Screens as filed in PubChem.
